thrombin 1536: human alpha-thrombin inhibitors, primary screen, counter-screen for coagulation protease inhibitor project, biochemical, 1536-well, fluorogenic AMC substrate. Prothrombin (Homo sapiens), P00734. Boc-VPR-AMC fluorogenic substrate cleavage. inhibition, % at 5 µM. actives 0.26% (n = 220,000);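 active means inhibition at or above 40%; inactive means inhibition below 40%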;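 further: 0% = enzyme with no compound and 100% = wells without enzyme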
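Material: human alpha-thrombin protein; Also added: Boc-VPR-AMC substrate, 15 µM final; Timing: enzyme reaction carried out at room temperature; Signal: fluorescence, ex 355 nm, em 460 nm; Measure: % inhibition of thrombin; Controls: enzyme without compound as high, wells lacking enzyme as low.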
EBV gp42 inh: Epstein-Barr virus gp42 inhibitors, primary screen, biochemical, uHTS, fluorescence polarization; actives 0.42% (n = 220,000); Fluorescence polarization binding assay, mP read-out; Glycoprotein 42 (Epstein-Barr virus (strain AG876)), Q1HVG2; inhibition, % (tested at 21.74 µM); in the data active means inhibition above about 50%
Rad51 HR inh: human RAD51 strand exchange inhibitors, primary screen, biochemical, fluorescence | DNA repair protein RAD51 homolog 1 (Homo sapiens), Q06609 | hRad51 DNA strand exchange, fluorescence dequenching | inhibition, % at 10 µM | actives 0.085% (n = 200,000);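 active means inhibition above 40% at the single screening dose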;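 further: 0% = DMSO control wells and 100% = blanks with heterologous ssDNA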
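Material: human Rad51–ssDNA filaments; Probe or stimulus: labelled 47-mer dsDNA for strand exchange; Doses: single 10 µM dose; Incubation: 37 °C 15-min filament assembly, 30-min compound preincubation, 15-min exchange; Technique: FRET fluorescence dequenching, excitation 485 nm, emission 520 nm; Measure: Fluorescence-based percent inhibition, control- and blank-normalised; Benchmarks: plate control and blank wells.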
Furin inh: human furin inhibitors, primary screen, biochemical, fluorescence intensity. inhibition, % at 30 µM. purified furin, fluorogenic substrate cleavage. P09958. actives 0.061% (n = 220,000); in the data active means inhibition above about 25%; further: inactives centre near -15
hK5 inh: human KLK5 protease inhibitors, primary screen, biochemical, 1536-well; Kallikrein-5 (Homo sapiens), Q9Y337; inhibition, % at 5 µM; actives 0.59% (n = 210,000); recombinant hK5, fluorogenic AMC substrate cleavage;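 active means inhibition of 40% or more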;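 further: 0% = enzyme controls without compound and 100% = no-enzyme blanks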
p47phox inh: p47phox/p22phox peptide binding inhibitors, primary screen, biochemical, uHTS, NADPH oxidase regulatory subunit; fluorescence polarization, 2 h; Neutrophil cytosol factor 1 (Homo sapiens), P14598; actives 0.53% (n = 220,000); inhibition, % at 24.7 µM;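 further: 0% = p47phox with labelled peptide and 100% = labelled peptide alone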
eIF4E 4G PPI: eIF4E–eIF4G protein interaction inhibitors, primary screen, biochemical, uHTS, TR-FRET, eIF4GI fragment | Eukaryotic translation initiation factor 4E (Mus musculus) + Eukaryotic translation … | TR-FRET eIF4E-eIF4GI(517-606) binding, 2 h | inhibition, % at 21.7 µM | actives 0.37% (n = 220,000);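 further: 0% = full FRET control wells and 100% = background wells lacking eIF4GI fragment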
KCC2 mod: KCC2 cotransporter modulators, thallium flux, primary screen, cell-based, HEK293 KCC2, FluoZin-2 fluorescence, MLSMR. actives 2.2% (n = 190,000). B-score of Tl+ flux slope (higher = more flux/activation; lower = inhibition) at 10 µM. Solute carrier family 12 member 5 (Homo sapiens), Q9H2X9. KCC2 cells, thallium flux FluoZin-2 fluorescence;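 active means thallium flux slope and its plate-corrected score both differing from the plate sample mean at a set confidence after two filtering rounds, in either direction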;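 further: slope of fluorescence scaled to starting intensity during 10 to 20 s after thallium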
Target sequence (Q9H2X9 whole entry, looked up): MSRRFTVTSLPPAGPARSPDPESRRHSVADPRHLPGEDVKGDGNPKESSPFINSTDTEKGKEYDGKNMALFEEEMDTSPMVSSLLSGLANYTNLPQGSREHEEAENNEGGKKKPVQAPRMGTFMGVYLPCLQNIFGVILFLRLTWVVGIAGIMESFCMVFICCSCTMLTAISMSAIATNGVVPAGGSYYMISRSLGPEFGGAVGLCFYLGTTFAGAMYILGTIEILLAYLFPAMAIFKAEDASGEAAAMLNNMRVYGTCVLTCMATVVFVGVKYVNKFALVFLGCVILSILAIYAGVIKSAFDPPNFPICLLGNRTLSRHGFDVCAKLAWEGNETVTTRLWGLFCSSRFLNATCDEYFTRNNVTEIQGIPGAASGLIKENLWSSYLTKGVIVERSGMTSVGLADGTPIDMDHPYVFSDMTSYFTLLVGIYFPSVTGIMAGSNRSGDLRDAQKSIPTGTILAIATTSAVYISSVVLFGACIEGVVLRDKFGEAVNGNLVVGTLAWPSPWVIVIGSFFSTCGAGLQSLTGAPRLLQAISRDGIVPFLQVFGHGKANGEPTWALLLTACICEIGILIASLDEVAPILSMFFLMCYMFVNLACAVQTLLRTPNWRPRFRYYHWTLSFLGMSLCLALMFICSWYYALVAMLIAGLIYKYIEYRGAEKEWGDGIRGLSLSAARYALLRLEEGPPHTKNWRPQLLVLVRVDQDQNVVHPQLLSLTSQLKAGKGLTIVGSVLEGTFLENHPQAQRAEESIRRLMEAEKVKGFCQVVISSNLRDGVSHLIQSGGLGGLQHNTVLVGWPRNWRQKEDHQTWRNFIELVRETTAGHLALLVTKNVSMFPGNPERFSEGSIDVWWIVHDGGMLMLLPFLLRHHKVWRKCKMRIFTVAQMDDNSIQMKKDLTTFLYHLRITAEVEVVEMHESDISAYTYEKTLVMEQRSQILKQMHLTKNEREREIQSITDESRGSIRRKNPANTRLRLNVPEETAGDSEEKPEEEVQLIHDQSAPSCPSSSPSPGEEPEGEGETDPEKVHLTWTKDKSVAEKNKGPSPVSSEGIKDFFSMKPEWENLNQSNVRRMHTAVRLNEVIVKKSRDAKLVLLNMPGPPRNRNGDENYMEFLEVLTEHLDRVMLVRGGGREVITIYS
14-3-3 Bad PPI: inhibitors of 14-3-3 zeta/Bad binding, primary screen, biochemical, TR-FRET, bovine 14-3-3 zeta. 14-3-3 protein zeta/delta (Bos taurus), P63103. TR-FRET 14-3-3zeta/Dy647-pBad peptide displacement, 1 h. inhibition, % at 21.7 µM. actives 0.71% (n = 220,000);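 active means inhibition above about 70%, limit read from the data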;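 further: 0% = full 14-3-3 plus peptide FRET controls and 100% = background without 14-3-3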
Starred values were filed as active, the others as inactive; . = no result given; [ ] = another dose, or the depositor's remark.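 How the source made its calls, unless noted: active means inhibition above about 30% (limit read from the data); inactive means the rest.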

#	mol	thrombin 1536	EBV gp42 inh	Rad51 HR inh	Furin inh	hK5 inh	p47phox inh	eIF4E 4G PPI	KCC2 mod	14-3-3 Bad PPI
1	CC(=O)Nc1ccc(N2CCCCC2)c(C(=O)Nc2cccc(C)c2)c1	0	-17	-10	-23[20 µM]	-7	-26	43*	-0.94	2
2	O=C(Oc1cc(=O)n2ccccc2n1)c1ccccc1	-4	28	4	-30	-1	-10	19	-4.3*	3
3	COC(=O)N/N=C/c1ccccc1OCc1ccccc1	-10	-17	-6	-13	3	-11	17	-1.8	10[fluorescence artefact?]
4	Cc1cc2c(C)nc(N/N=C/c3ccc(F)cc3)nc2o1	-4	-14	.	-7	-20	-12	-1	-1	-3
5	O=c1cc(O)nc(SCc2ccccc2)[nH]1	4	-10	-8	-16[20 µM]	-13	-11	4	2.4	6
6	CCOC(=O)c1csc(NC(=O)c2cc(OC)c(OC)c(OC)c2)n1	1	3	-1	-4	2	24	3	-0.067	13
7	CCOc1ccc(NS(=O)(=O)c2cc(NC(=O)c3cccc(C)c3)ccc2Cl)cc1	-13	8	-10	-7	-4	-23	0	-0.65	6
8	CCOc1ccc(C(=O)/C=C/c2ccc(SC)cc2)cc1	-1	-13	4	-14[20 µM]	-10	-2	3	.	-12[fluorescence artefact?]
9	O=C(NC1CCCC1)C(c1cccnc1)N(CCc1ccccc1)C(=O)c1ccco1 (stereo not drawn)	-3	-26	0	-26	2	-13	4	-0.38	-1
10	Nc1ccc(Oc2ccc([N+](=O)[O-])cc2[N+](=O)[O-])cc1	5	-13	3	-19[20 µM]	3	-6	-1	.	1
11	Cc1ccc(NC2c3ncccc3C(=O)N2C2CCCCC2)cc1C (stereo not drawn)	5	-12	-3	-13[20 µM]	-9	-13	-12	.	-9
12	CC(C)(C)NC(=O)/C(=C\c1ccco1)NC(=O)c1cccs1	-11	20	-1	6	-17	-2	25	1	-19
13	CC(C)CNC(=O)c1cccc(NC(=O)Cc2ccc(Br)cc2)c1	-1	-15	7	-26	2	8	1[fluorescence artefact?]	-0.39	-6[fluorescence artefact?]
14	COc1ccc(N2C(=O)CCC(C(C)=O)=C2C)cc1	-3	-10	-8	-9	13	-4	-3	0.36	9[fluorescence artefact?]
15	O=C(O)CCn1cc(/C=N/O)c(-c2cccc([N+](=O)[O-])c2)n1	9	-11	-7	-9	19	5	0	1.2	3
16	COc1ccccc1N1CCN(c2ncnc3c2oc2ccccc23)CC1	4	-7	-1	-12	-5	1	-5[fluorescence artefact?]	.	-15
17	CC(C)(C)CN1CCNC(=O)C1CC(=O)N1CCOc2ccccc2C1 (stereo not drawn)	-2	7	.	-24	.	16	0	0.048	-10
18	O=C(Cc1ccccc1)N(c1ccc(F)cc1)C1C=CS(=O)(=O)C1 (stereo not drawn)	-3	6	-4	-24	4	5	-11	.	3
19	CCCCCC(=O)Nc1nc(C)c(-c2csc(Nc3ccc(Cl)cc3)n2)s1	-5	-2	-4	-11[20 µM]	-16	-45	2	0.0033	22
20	O=C(O)CC(NC(=O)OCc1ccccc1)c1ccccc1 (stereo not drawn)	6	-17	-2	-1	5	-6	-2	-0.86	21
21	CCCCNC(=S)Nc1ccc2nc3n(c(=O)c2c1)CCCCC3	-10	-13	4	-12	-16	-3	-5	0.6	-12[fluorescence artefact?]
22	O=c1cc2c(nn1Cc1ccccc1Cl)-c1ccccc1CC2	-11	-4	5	-8[20 µM]	-20	-17	0	.	-11
23	O=[N+]([O-])c1ccc([N+](=O)[O-])c(Nc2ccc(N3CCOCC3)cc2)c1	-5	-1	-1	-28	1	-2	-8	0.048	-3
24	CC(C)CCNC(=O)C(C)N(C(=O)c1snc(C(N)=O)c1N)c1cnc2ccccc2c1 (stereo not drawn)	0	-1	-3	-3	-20	-5	2	-1.5	5
25	O=[N+]([O-])c1cc(F)c(N2CCCCC2)cc1N1CCOCC1	2	6	1	-8	3	-7	10	-0.51	-7
26	CC(=O)N1c2ccc(N=Cc3cc(Br)cc(Br)c3O)cc2CC1C (stereo not drawn)	-2	2	-40	-18	1	-187	2	-0.11	16
27	COc1ccc(/C=C/C(=O)NC(=S)N2CCN(c3ccccc3OC)CC2)cc1	22	-15	2	-1	8	1	6	1.8	7
28	c1ccc(Cn2nnnc2C(c2ccncc2)N2CCOCC2)cc1 (stereo not drawn)	1	0	2	-26	6	-7	-2	0.73	2
29	Cc1nnc(Oc2ccccc2)c2ccccc12	-2	-14	6	-10	12	0	4	0.52	4
30	CC(=O)c1ccn(S(=O)(=O)c2ccccc2)c1	0	-2	13	-14	-3	7	-1	-0.21	-11[fluorescence artefact?]
31	CC1CCN(c2ccc(NC(=S)NC(=O)c3ccc(-c4cccc([N+](=O)[O-])c4)o3)cc2)CC1	-3	-16	-6	-6[20 µM]	1	-8	-22	0.36	-4
32	O=C(Nc1nnc(-c2ccc3c(c2)CCCC3)o1)C1CCCCC1	-4	-11	-6	-26	-10	-17	2	0.76	1
33	O=C(CN1CCN(C/C=C/c2ccccc2)CC1)NCc1ccccc1	-8	-11	-8	-28	-2	-12	-7	-1.6	0
34	COc1ccccc1OCCOc1ccccc1/C=N/n1cnnc1	2	-10	-8	-10	8	-5	3[fluorescence artefact?]	0.18	2
35	CCN(CCCNC(=O)CCCCn1c(=O)[nH]c2ccccc2c1=O)c1ccccc1	2	-11	7	-6	-9	-10	2	.	-22[fluorescence artefact?]
36	Cc1ccc(Cl)cc1NC(=O)COC(=O)CC1CC2CCC1C2 (stereo not drawn)	-4	-7	-7	-17[20 µM]	-3	0	3	-0.47	-3
37	COc1ccc(C2CC3(O)CC(C#N)(C(=O)N3)C2(C#N)C#N)cc1 (stereo not drawn)	-5	-12	15	-20	2	-9	4	-0.34	-1
38	CCNC(=O)CC1C(=O)N(CC)C(=S)N1NC(=O)c1ccc(Cl)cc1 (stereo not drawn)	-2	-16	-1	-16[20 µM]	1	-11	1	-1.1	-2[fluorescence artefact?]
39	Cc1ccc(-n2c(=S)[nH]c3sc4c(c3c2=O)CCc2ccccc2-4)cc1	3	-22	6	-10	0	-9	2[fluorescence artefact?]	9.1*	7
40	O=C(NCCCN1CCOCC1)c1ccc2c(c1)N(Cc1ccccc1)CCS2	-9	-9	.	-38	-5	-4	6	-0.52	0
41	CCOc1ccc(NC(=O)c2cc(SC)ccc2Cl)cc1	2	-11	.	-22	-4	-16	2	-0.019	-16
42	Clc1ccccc1-c1nc(-c2ccccc2)n[nH]1	3	-10	2	-6	-11	-7	2	-0.3	-3
43	COc1cccc(/C=C/C(=O)OCC(=O)c2c[nH]c3ccccc23)c1OC	-4	5	.	-8	-13	-18	-4[fluorescence artefact?]	0.29	6[fluorescence artefact?]
44	CC(C)(C)NS(=O)(=O)c1ccc(CCC(=O)Nc2cc(Cl)ccc2Oc2ccccc2)cc1	4	-13	4	-11[20 µM]	-4	-6	1	-0.86	3
45	COc1ccccc1-n1c(CNC(=O)c2ccco2)nnc1SCC(=O)Nc1ccc(F)cc1	3	-16	4	-10	-7	-4	5	0.00096	5
46	Cc1ccc(C)c(SCC(=O)Nc2cccc(S(=O)(=O)NC3=NCCCCC3)c2)c1	-4	-10	.	-11	-11	-20	-7	-2	8[fluorescence artefact?]
47	N#C/C(C(=O)N1CCCCC1)=C1\Nc2ccccc2S1	-1	-12	12	-13[20 µM]	-17	-9	0	.	11[fluorescence artefact?]
48	C=CCN(c1ccc(F)cc1)S(=O)(=O)c1cc(C(=O)OCC(=O)N(C)C2CCS(=O)(=O)C2)ccc1Cl (stereo not drawn)	-4	-11	.	-17	-3	-11	-5	-1.7	10

Structures listed so far with a Cl atom, in the order listed:
#	mol	thrombin 1536	EBV gp42 inh	Rad51 HR inh	Furin inh	hK5 inh	p47phox inh	eIF4E 4G PPI	KCC2 mod	14-3-3 Bad PPI
7	CCOc1ccc(NS(=O)(=O)c2cc(NC(=O)c3cccc(C)c3)ccc2Cl)cc1	-13	8	-10	-7	-4	-23	0	-0.65	6
19	CCCCCC(=O)Nc1nc(C)c(-c2csc(Nc3ccc(Cl)cc3)n2)s1	-5	-2	-4	-11[20 µM]	-16	-45	2	0.0033	22
22	O=c1cc2c(nn1Cc1ccccc1Cl)-c1ccccc1CC2	-11	-4	5	-8[20 µM]	-20	-17	0	.	-11
36	Cc1ccc(Cl)cc1NC(=O)COC(=O)CC1CC2CCC1C2 (stereo not drawn)	-4	-7	-7	-17[20 µM]	-3	0	3	-0.47	-3
38	CCNC(=O)CC1C(=O)N(CC)C(=S)N1NC(=O)c1ccc(Cl)cc1 (stereo not drawn)	-2	-16	-1	-16[20 µM]	1	-11	1	-1.1	-2[fluorescence artefact?]
41	CCOc1ccc(NC(=O)c2cc(SC)ccc2Cl)cc1	2	-11	.	-22	-4	-16	2	-0.019	-16
42	Clc1ccccc1-c1nc(-c2ccccc2)n[nH]1	3	-10	2	-6	-11	-7	2	-0.3	-3
44	CC(C)(C)NS(=O)(=O)c1ccc(CCC(=O)Nc2cc(Cl)ccc2Oc2ccccc2)cc1	4	-13	4	-11[20 µM]	-4	-6	1	-0.86	3
48	C=CCN(c1ccc(F)cc1)S(=O)(=O)c1cc(C(=O)OCC(=O)N(C)C2CCS(=O)(=O)C2)ccc1Cl (stereo not drawn)	-4	-11	.	-17	-3	-11	-5	-1.7	10

Profiles, quoted from the list. Values in the order: thrombin 1536, EBV gp42 inh, Rad51 HR inh, Furin inh, hK5 inh, p47phox inh, eIF4E 4G PPI, KCC2 mod, 14-3-3 Bad PPI
CCOc1ccc(NC(=O)c2cc(SC)ccc2Cl)cc1 is listed as 2, -11, ., -22, -4, -16, 2, -0.019, -16
CC(C)(C)NS(=O)(=O)c1ccc(CCC(=O)Nc2cc(Cl)ccc2Oc2ccccc2)cc1 is listed as 4, -13, 4, -11[20 µM], -4, -6, 1, -0.86, 3
